Assay outcomes: PubChem, National Center for Advancing Translational Sciences (NCATS)
GAA glycogen – inhibitors or activators of human alpha-glucosidase glycogen cleavage | recombinant GAA, glycogen substrate, Amplex Red glucose oxidase fluorescence | Potency, µM (doses to about 76.4 µM), without a hit: top-dose activity change, negative = inhibition, usual class: inhibitors | actives 0.38% (n = 300,000) | AID 2100;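 further: 0% = full enzyme reaction and -100% = no-enzyme basal signal; the screen sought inhibitors and activators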
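Recombinant human enzyme (4 nM); glycogen substrate; 37 C, 40 min, pH 5.0. Readout: coupled glucose oxidase/Amplex Red fluorescence.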
Epigenetic derep – regulators of epigenetic silencing causing reporter derepression in mouse cells; murine LDR cells, GFP reporter derepression, 30 h; Potency, µM (titrated, usually from 53.9 µM), for the others: at the top dose GFP activation, hits mostly activators; actives 0.2% (n = 280,000); further: % of control where 0% means no effect; nearly all actives have a fitted effect of over 60% in size
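Reporter derepression read as number of fluorescent GFP-positive objects, 20-120 um in size, counted by laser-scanning cytometer. Mouse LDR line with an epigenetically silenced CMV-GFP locus; compound incubation 30 h, 37 C.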
Tau fluor counter – counter-screen for tau fibril formation inhibitors | AID 1463 | Potency, µM (doses to about 57.7 µM), inactives show top-dose activity change, negative = decrease | tau K18 P301L Alexa594 fluorescence, heparin fibrillization | actives 0.93% (n = 280,000); further: on the % scale 0 is the no-effect control and ±100 the full control effect; nearly all actives have a fitted effect of over 55% in size
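Human tau K18 P301L (15 uM unlabeled, 0.24 uM Alexa 594-labeled) in 100 mM sodium acetate pH 7 with 20 uM heparin, 6 hr at 37 C. ThT 30 uM added, 1 hr ambient; Alexa 594 FP and total fluorescence read at 555/632 nm.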
aGal spleen mod – alpha-galactosidase A (human) modulation | P06280 | human spleen homogenate, 4MU-alpha-Gal fluorescence, 40 min | Potency, µM (top dose mostly 80 µM), inactives show at the top dose activity change, negative = inhibition, usual class: inhibitors | actives 0.008% (n = 240,000) | AID 2107;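 further: 0% = enzyme with vehicle and -100% = no enzyme basal signal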
Target sequence (P06280 32-429 limits assumed): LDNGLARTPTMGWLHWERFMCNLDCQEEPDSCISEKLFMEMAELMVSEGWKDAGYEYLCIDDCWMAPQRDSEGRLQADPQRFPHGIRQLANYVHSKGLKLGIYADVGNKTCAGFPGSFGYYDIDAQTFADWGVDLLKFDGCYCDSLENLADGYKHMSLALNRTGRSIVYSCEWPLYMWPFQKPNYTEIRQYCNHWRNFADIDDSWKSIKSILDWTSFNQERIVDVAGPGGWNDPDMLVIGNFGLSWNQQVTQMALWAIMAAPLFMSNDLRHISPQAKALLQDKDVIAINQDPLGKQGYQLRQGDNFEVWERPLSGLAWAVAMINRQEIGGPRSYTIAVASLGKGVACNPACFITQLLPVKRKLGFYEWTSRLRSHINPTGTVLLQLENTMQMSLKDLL
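Spleen homogenate 1 ug + cpd (titration) + 4-MU-alpha-D-galactopyranoside 1 mM; 37C 40 min; 50 mM citrate/phosphate pH 5.0, 0.01% Tween-20; stop pH 10; fluorescence 365/440; AC50 via Hill.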
GAA spleen mod – inhibits or activates alpha-glucosidase in human spleen homogenate | human spleen homogenate, 4-MU-alpha-glucoside fluorescence | actives 0.006% (n = 240,000) | Potency, µM (titrated, usually from 79.9 µM), without a hit: top-dose activity change, negative = inhibition, hits mostly inhibitors | P10253 | AID 2112;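 further: 0% = enzyme with vehicle and -100% = no enzyme basal signal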
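Enzyme source: human spleen homogenate, 1 ug/well. Buffer 50 mM citric acid/K phosphate pH 5.0, 0.01% Tween-20. 4-MU-alpha-glucoside 1 mM; 37 C x 40 min; NaOH/glycine stop; fluorescence.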
NPSR antag – antagonists of human neuropeptide S receptor cAMP signaling. Q6W5P4. CHO-NPSR cells, cAMP TR-FRET, antagonist mode. AID 1461. Potency, µM (highest dose often 38.3 µM), for inactives: at the top dose activity change, negative = inhibition, actives largely listed as inhibitors. actives 1% (n = 220,000); further: on the % scale 0 is the no-effect control and ±100 the full control effect; nearly all actives have a fitted effect of over 50% in size; many of its hits are not listed in these tables
ALDH1A1 block – blocks purified human ALDH1A1 activity; P00352; Purified ALDH1A1, NADH fluorescence, propionaldehyde substrate; Potency, µM (titrated, usually from 75.3 µM), inactives show at the highest dose activity, negative = inhibition, most hits filed as inhibitors; actives 7.3% (n = 220,000); AID 1030; active means well fitted inhibition curve with a large enough effect, not every such curve was filed as active; inconclusive means small, poorly fitted or top-dose-only effect, or another doubt; inactive means no such curve, though single readings can be large or run the other way;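 further: plate controls were no enzyme wells and a reference inhibitor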
Target sequence (P00352 whole entry, looked up): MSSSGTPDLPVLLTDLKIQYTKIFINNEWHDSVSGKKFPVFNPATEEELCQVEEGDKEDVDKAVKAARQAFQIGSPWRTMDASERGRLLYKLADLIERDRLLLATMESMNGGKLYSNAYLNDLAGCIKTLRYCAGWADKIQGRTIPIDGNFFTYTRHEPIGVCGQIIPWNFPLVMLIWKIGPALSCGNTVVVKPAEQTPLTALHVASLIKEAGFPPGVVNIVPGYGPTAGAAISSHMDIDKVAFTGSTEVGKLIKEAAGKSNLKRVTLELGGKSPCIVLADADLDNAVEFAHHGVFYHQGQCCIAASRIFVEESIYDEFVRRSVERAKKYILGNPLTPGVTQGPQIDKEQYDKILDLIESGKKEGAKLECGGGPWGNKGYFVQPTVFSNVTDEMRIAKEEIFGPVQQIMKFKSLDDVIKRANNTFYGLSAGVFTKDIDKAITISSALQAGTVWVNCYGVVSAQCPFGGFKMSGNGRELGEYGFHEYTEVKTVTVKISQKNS
GAA inh – blocks human lysosomal alpha-glucosidase | purified human GAA, 4-MU-alpha-glucoside fluorescence | Potency, µM (doses to about 76.9 µM), for the others: at the highest dose activity change, negative = inhibition, actives largely listed as inhibitors | P10253 | actives 0.005% (n = 200,000);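 further: plate controls were uninhibited enzyme wells for no effect and no-enzyme background for full effect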
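Fluorogenic assay: 4 nM human alpha-glucosidase with 400 uM 4-methylumbelliferyl-alpha-D-pyranoside in 50 mM citrate/phosphate, 0.005% Tween-20, pH 5.0, 20 min at room temperature. Compounds tested up to 77 uM; AC50 from Hill fits.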
An asterisk follows results filed as active; ? = inconclusive; . = not tested or not shown; & = joins results of further samples; [ ] = dose if it differs, or a comment. Unless noted, the call rests on the fitted dose curve; in most records, active means well fitted curve in the direction sought with a large enough effect; inconclusive means small, poorly fitted or top-dose-only effect, or another doubt; inactive means no such curve, though single readings can be large; an effect the other way counts as inactive or inconclusive. Potency means the concentration at half of the fitted maximal effect. The list is partial; count on the stated rates, not on these rows.

#	SMILES	GAA glycogen	Epigenetic derep	Tau fluor counter	aGal spleen mod	GAA spleen mod	NPSR antag	ALDH1A1 block	GAA inh
1	CC(=O)Nc1cccc(N/C(N)=N/c2nc(C)cc(C)n2)c1	-13%	-0.3%	3%	2%	-2%	-11%	-7%	-15%
2	CC1(C)CC(=O)C2=C(C1)NC(SCC(=O)Nc1ccccc1)=C(C#N)C2c1ccco1 (stereo unspecified)	-10%	5.6%	?	8%	1%	-19%[46.1 µM]	13µM*	?
3	CN(C)S(=O)(=O)c1ccc(C(=O)OCC(=O)NC(=O)NCc2ccccc2)cc1	-6%	0.1%	-5%	6%	7%	-9%[46.1 µM]	7%	-6%
4	Cc1cc2ncn(-c3nnnn3-c3ccccc3)c2cc1C	-1%	-5.6%	-2%	-2%	2%	-4%[46.1 µM]	?	-4%
5	O=C1NC(c2ccccc2)C(C(=O)c2cccs2)C(O)(C(F)(F)F)N1 (stereo unspecified)	4%	-0.3%	-2%	-1%	-5%	-8%[46.1 µM]	?	11%
6	COc1ccc2nc3ccccc3nc2c1	-11%	-2.3%	-7%	6%	2%	39%	?	0%
7	Cc1ccc(C)c(N2CCN(C(=O)CNS(=O)(=O)c3cccs3)CC2)c1	-1%	-1.0%	-15%	2%	2%	-6%[46.1 µM]	-1%	-3%
8	CCOC(=O)c1cnc2c(cnn2CC)c1NN=C(C)C	.	9.6%&-0.3%	-16%&-11%	4%&-1%	-1%&-4%	-10%[46.1 µM]	4%&2%	.
9	O=C(O)Cn1cc(C(=O)c2cccs2)c2ccccc21	1%	-0.8%	0%	-6%	-21%	7%[46.1 µM]	-4%	-4%
10	COc1ccc(-c2coc3cc(OC(=O)N4CCOCC4)ccc3c2=O)cc1	0%	1.1%	-9%	-10%	-4%	-6%	.	-8%[15.4 µM]
11	O=C(CN(C(=O)c1ccccc1Cl)N1C(=O)C2C3C=CC(C3)C2C1=O)c1cccs1 (stereo unspecified)	-2%	-3.8%	-5%	-3%	-3%	-23%	-8%	5%
12	CCOc1cccc(NC(=O)C2CC(=O)N(C)C(=Nc3cccc(F)c3)S2)c1 (stereo unspecified)	-6%	-0.9%	?	-2%	-3%	-23%[46.1 µM]	4%	-3%
13	Cc1ccc(OCCCc2c(C)n[nH]c2C)cc1	-7%	1.2%	-11%	2%	6%	-27%	?	-3%
14	CNC1=CN(O)C(c2ccccc2)=c2cc(Cl)ccc2=N1	.	0.0%	0%	-2%	0%	.	14%	.
15	Cc1ccccc1S(=O)(=O)Cc1ccc(C(=O)NC(C)c2ccc3c(c2)OCCO3)o1 (stereo unspecified)	-15%	-2.9%	-13%	12%	11%	6%[46.1 µM]	14µM*	-3%
16	CCC/C(O)=C1\C(=O)CC(C)(C)CC1=Nc1ccccc1OC	-23%	0.9%	-7%	-3%	-4%	?	2%	-9%
17	O=C(COc1ccc(/C=C\[N+](=O)[O-])cc1)N1CCOCC1	3%	1.9%	12%	-3%	-2%	13%	14µM*	-6%
18	CCc1nc(N[C@@H](CC(C)C)C(=O)O)c2oc3ccccc3c2n1	3%	-0.9%	-3%	-9%	-10%	-11%[46.1 µM]	0.89µM*	10%
19	CC(=O)NC1=NC(=O)/C(=C/c2cn(C(C)=O)nc2-c2ccccc2)S1	-2%	-0.2%	-22%	1%	-1%	-30%	10µM*	3%
20	COc1ccc(/C(N)=N/OC(=O)CCc2ccccc2)cc1OC	-16%	1.7%	-19%	0%	7%	4%	3%	0%
21	C=CCN1C(=O)c2oc3ccccc3c(=O)c2C1c1ccc(O)c(OC)c1 (stereo unspecified)	-3%	0.7%	-8%	8%	-3%	-6%[46.1 µM]	?	?
22	CC(C(=O)NCc1ccc2c(c1)OCO2)N1c2cccc3cccc(c23)S1(=O)=O (stereo unspecified)	0%	-1.9%	-18%	-21%	-4%	-11%[46.1 µM]	?	1%
23	c1ccc(-n2ncc3c(NCc4cccs4)ncnc32)cc1	-1%	5.9%	-20%	4%	-10%	-14%[46.1 µM]	?	-10%
24	Cc1ccc(NC(=O)CN2C(=O)/C(=C\c3cccs3)SC2=S)cc1	-4%	0.0%	-13%	-1%	-1%	-34%	5%	9%
25	CCOC(=O)c1sc(=NC(=O)/C=C/c2ccccc2)n(C)c1C	-5%	-0.1%	-9%	6%	.	-3%	5%	3%
26	CCc1ccc(NCc2nc(-c3ccccc3)no2)cc1	1%	8.0%	?	2%	2%	-11%	-10%	-3%
27	COc1ccnc(Oc2ccccc2)n1	8%	-0.9%	7%	2%	-2%	17%	14%	-1%
28	COc1cccc(CN2CCNC(=O)C2CC(=O)N(C)CCc2ccccn2)c1 (stereo unspecified)	9%	-1.2%	-8%	-18%	5%	-23%	0%	.
29	CCN(CC)CCN(Cc1cc2cc(C)ccc2[nH]c1=O)C(=O)Nc1ccccc1OC	1%	-0.8%	2%	-4%	-12%	9%[46.1 µM]	3%	-2%
30	Fc1ccc(N/N=C/C=C/c2ccccc2)c(F)c1	?	0.0%	?	3%	-21%	-22%	?	-9%
31	O=C(O)C1=C[C@@H](C2CC2)C[C@@H](OCc2ccc(CO)cc2)O1	-8%	1.9%	7%	8%	5%	-11%	-12%	.
32	Fc1ccc(NCc2cn3ccccc3n2)cc1	-19%	0.0%	5%	-1%	0%	-24%[46.1 µM]	?	-3%
33	Cc1ccc(Oc2ccc(C(=O)NC3CCSC3=O)cn2)cc1 (stereo unspecified)	1%	-0.1%	-6%	0%	-4%	-7%[46.1 µM]	0%	-2%
34	CCO/N=C1\C(=O)N(c2ccccc2)c2ccccc21	-7%	8.1%	-1%	9%	4%	-12%	-7%	1%
35	Cc1cc(OC(=O)c2ccc(Cl)cc2)cc(=O)n1C	4%	-1.5%	-15%	-6%	-3%	8%[46.1 µM]	-6%	-1%
36	Cc1[nH]nc2c1C(c1ccc(OC(=O)c3ccco3)cc1)C(C#N)=C(N)O2 (stereo unspecified)	-12%	0.0%	-12%	3%	-6%	-6%[46.1 µM]	?	-5%
37	CSC(=NS(=O)(=O)c1ccccc1)SC	-10%	-1.0%	-18%	-2%	-2%	-8%[46.1 µM]	?	2%
38	CCC1C(=O)NCCN1Cc1nc(-c2ccc(C)s2)oc1C (stereo unspecified)	-8%	2.4%	-3%	5%	5%	-7%	?	-3%
39	CC(=O)OC[C@@H]1O[C@H](C/C=N\OC[C@@H](C)[C@H](OCc2ccccc2)C(C)C)C=C[C@@H]1OC(C)=O	.	0.0%[10.1 µM]	-12%[11.6 µM]	-4%[17.5 µM]	1%[17.4 µM]	.	4%[13.5 µM]	.
40	COc1cc(NC(=O)C2CCCN2S(=O)(=O)c2ccc3c(c2)CCC(=O)N3)cc(OC)c1 (stereo unspecified)	-4%	0.8%	-10%	-5%	5%	-4%[46.1 µM]	-4%	-2%[15.4 µM]
41	O=C(COc1ccccc1[N+](=O)[O-])Nc1ccc(N2CCN(C(=O)c3cccs3)CC2)cc1	-11%	0.5%	-22%	-12%	-20%	36%	-6%	-13%
42	CC1(C)O[C@@H]2C[C@H]3[C@H]4C[C@H](F)C5=CC(=O)CC[C@]5(C)[C@@H]4[C@H](O)C[C@]3(C)[C@]2(C(=O)CO)O1	.	1.1%[16.9 µM]	.	-8%[29.1 µM]	2%[29.1 µM]	.	13%[20.9 µM]	.
43	Cc1cc(=O)[nH]c(SCC(=O)c2ccc3c(c2)NC(=O)CO3)n1	-2%	6.1%	-2%	-4%	-2%	-7%	.	.
44	O=c1[nH]c(=O)n(CCOc2ccc(Cl)cc2)cc1Br	-3%	-2.4%	-13%	4%	-6%	-6%[46.1 µM]	9%	3%
45	Cc1oc(C(C)(C)C)cc1C(=O)Nc1ccc(C(=O)O)cc1	9%	0.0%	8%	-15%	-6%	-8%[46.1 µM]	3%	-2%
46	COc1ccc(NC(=O)C2CCN(S(=O)(=O)c3ccc(Br)s3)CC2)cc1OC	-20%	-1.0%	?	-1%	-6%	-11%	-1%	-6%
47	CSc1nc(NCCCO)c2c3c(sc2n1)CN(C)CC3	?	1.1%	1%	?	9%	15%	?	?
48	COc1ccc(N=C2SCC(=O)N2CCc2ccc(OC)c(OC)c2)cc1	4%	0.0%	-11%	-7%	-9%	-7%	.	.
49	COc1ccc(NC(C)=O)cc1S(=O)(=O)Nc1ccc2c(c1)OCCO2	5%	1.1%	16%	-6%	-3%	5%	2%	14%
50	O=C1NNC(c2ccccc2)=N/C1=C\c1ccccc1	6%	-2.1%	-21%	-22%	-1%	4%	.	.
51	Cn1c(=O)oc2cc(S(=O)(=O)N3CCCC(C(=O)N4CCn5c4nc4ccccc45)C3)ccc21 (stereo unspecified)	-4%	-1.0%	-7%	0%	3%	10%	-7%	2%
52	Cc1nn(C)c(C(=O)Nc2ccc(S(=O)(=O)NC34CC5CC(CC(C5)C3)C4)cc2)c1Br	8%	-1.0%	1%	16%	-5%	-47%	-9%	7%
53	Cc1cc(C)n2cc(CSc3ccccn3)nc2n1	-8%	-1.5%	6%	1%	-4%	9%	?	-7%
54	Cc1ccc(Nc2nc(C(=O)N3CCC(C(=O)N4CCN(C)CC4)CC3)cs2)cc1	-18%	-0.7%	1%	-4%	2%	-5%[46.1 µM]	6%	3%
55	O=C(NCc1ccccc1)C1=C[C@H](c2ccc(C(F)(F)F)cc2)C[C@H](OCc2ccc(CO)cc2)O1	0%	-2.7%	-11%	2%	-4%	44%	-7%	.
56	O=C(NC1CC1)C1=C[C@H](c2c[nH]c3ccccc23)C[C@H](OCc2ccc(CO)cc2)O1	-2%	-4.7%	-26%	4%	15%	-20%	.	.
